LAP4-GFP MLPCN: yeast TOR pathway LAP4-GFP modulation. GFP response vs DMSO, % at 10 µM. 0.34% of 320,000 active. S. cerevisiae LAP4-GFP multiplex, flow cytometry GFP, 3 h; median GFP as percent of DMSO wells;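 active = GFP response vs DMSO above a set limit, about the screen mean plus 3 SD, cut at about 150% in these data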
proCasp7 act: activates human procaspase-7, counter-screen for procaspase-3 activators | P55210 | recombinant procaspase-7, Ac-DEVD-pNA absorbance 405 nm; D23A/D198A/D206A triple mutant, cannot self-cleave; scale: DMSO 0, 5 µM enzyme 100 | activation, % at 8.5 µM | 0.093% of 330,000 active | AID 463210;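 active = percent activation above the screen-wide mean plus 3 SD, cut at about 25% in these data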
Target sequence (P55210 whole entry D23A/D198A/D206A): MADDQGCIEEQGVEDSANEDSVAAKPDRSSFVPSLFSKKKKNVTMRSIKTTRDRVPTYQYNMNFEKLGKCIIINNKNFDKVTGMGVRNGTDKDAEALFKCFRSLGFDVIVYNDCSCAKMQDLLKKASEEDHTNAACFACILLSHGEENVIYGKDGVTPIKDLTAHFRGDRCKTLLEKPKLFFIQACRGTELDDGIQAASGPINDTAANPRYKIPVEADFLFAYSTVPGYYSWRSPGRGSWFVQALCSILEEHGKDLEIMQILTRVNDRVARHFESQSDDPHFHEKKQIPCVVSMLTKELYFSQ
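Assay system: Uncleavable procaspase-7 mutant enzyme | Input: 2 µM procaspase-7 mutant as dispensed | Timing: 1 h compound preincubation, 2 h substrate cleavage, 25 °C | Repeats: One well per compound | Control set: DMSO wells as 0%, DMSO with 5 µM added PC-7 as 100% | Technique: Epi-absorbance of released pNA at 405 nm, two timepoints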
CIT2-GFP yeast: yeast TOR pathway CIT2-GFP modulation; S. cerevisiae CIT2-GFP strain, flow cytometry, 3 h; 100 means same as DMSO wells; GFP response vs DMSO, % at 10 µM; 0.065% of 320,000 active; AID 2029;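 active = GFP response relative to DMSO above a set limit, near the screen mean plus 3 SD, cut at about 150% in these data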;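 note: ratio of well median GFP fluorescence to mean of DMSO wells on the plate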
AHR act: human AHR activation; P35869; AHR-responsive luciferase reporter cells, luminescence; activation, % at 5 µM; 2.5% of 320,000 active; AID 2796; in the data active = activation above about 47%;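 note: 0% = vehicle wells and 100% = reference agonist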
RPL19A-GFP yeast: yeast TOR pathway RPL19A-GFP modulation. S. cerevisiae RPL19A-GFP strain, flow cytometry, 3 h; active compounds read low. percent response vs DMSO, % at 10 µM. AID 2025. 0.3% of 330,000 active;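 active = percent response vs DMSO below 50%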;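 note: median channel GFP fluorescence of the barcoded RPL19A-GFP strain; ratio of sample median GFP to plate DMSO average so 100% = DMSO; lower means less RPL19A-GFP as with rapamycin TOR inhibition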
MEP2 TOR yeast: alters MEP2-GFP fluorescence in TOR pathway yeast screen; S. cerevisiae MEP2-GFP strain, flow cytometry GFP, 3 h; 100% = DMSO control level; AID 2016; 0.51% of 330,000 active; GFP response vs DMSO, % at 10 µM;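 active = GFP response versus DMSO above a set limit, roughly screen mean plus 3 SD, cut at about 180% in these data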;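 note: median GFP fluorescence of the barcode-gated MEP2-GFP cells per well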
AGP1 TOR yeast: modulators of TOR pathway AGP1-GFP in S. cerevisiae; AID 2066; GFP response vs DMSO, % at 10 µM; 0.02% of 320,000 active; S. cerevisiae AGP1-GFP multiplex flow cytometry, 3 h; GFP as percent of DMSO wells;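 active = GFP response relative to DMSO above a set limit, near screen average plus 3 SD, cut at about 150% in these data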;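 note: median GFP channel fluorescence of the gated AGP1 strain per well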
procasp3 activ: procaspase-3 (human) activation; P42574; recombinant procaspase-3 D3A, Ac-DEVD-pNA absorbance 405 nm; activation, % at 8.5 µM; 0.11% of 330,000 active; AID 463141;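 active = activation above the mean of all tested compounds plus 3 SD, cut at about 21% in these data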;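 note: 0% = DMSO alone and 100% = DMSO wells spiked with extra 5 µM PC-3 D3A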
Target sequence (P42574 whole entry D9A/D28A/D175A): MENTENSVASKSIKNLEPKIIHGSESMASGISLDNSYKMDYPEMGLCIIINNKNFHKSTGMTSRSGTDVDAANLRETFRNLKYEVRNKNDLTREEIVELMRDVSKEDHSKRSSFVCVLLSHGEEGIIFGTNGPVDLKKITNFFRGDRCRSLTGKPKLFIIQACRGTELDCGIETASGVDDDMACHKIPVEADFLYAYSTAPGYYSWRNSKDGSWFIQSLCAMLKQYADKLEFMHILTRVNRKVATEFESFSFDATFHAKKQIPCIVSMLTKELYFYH
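System: Procaspase-3 D3A mutant. Medium: Zinc-free 300 mM NaCl, 50 mM HEPES, 0.01% Triton X-100. Schedule: 1 h preincubation plus 2 h reaction at 25 °C. Measured by: 405 nm absorbance of p-nitroaniline, reads at 0 and 120 min. Read-out: percent activation relative to control range.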
* hit, by the source's call; nt = not tested or not shown. Compounds were not picked by outcome. About 3.5% of those tested had a hit in this group.

SMILES	LAP4-GFP MLPCN	proCasp7 act	CIT2-GFP yeast	AHR act	RPL19A-GFP yeast	MEP2 TOR yeast	AGP1 TOR yeast	procasp3 activ
O=C(N/C(=C/c1cccs1)c1nc2ccccc2[nH]1)c1ccccc1	104	-23	98	25	100	110	104	-14
COc1ccccc1OC(=O)c1cc2ccccc2oc1=O	102	5	101	1	104	109	97	-7
O=C(NCc1ccccn1)c1cc2c(ccc3ccccc32)oc1=O	100	18	92	2	99	105	99	7
CC1CCCCN1C(=O)CNCc1ccc(F)cc1 (stereo unspecified)	99	10	104	0	103	108	103	8
CCn1ncc(C2=NOC(C(=O)Nc3ccc(C)cc3)C2)c1C (stereo unspecified)	101	10	90	16	97	97	95	5
N#C/C(=C\c1cn[nH]c1-c1ccccc1)C(=O)NC1CCCCCC1	98	-2	97	6	98	103	99	-1
Cc1ccc(SCC(=O)NCCCN2CCOCC2)cc1	105	0	96	-2	99	102	103	0
Nc1nnc(CC(=O)N/N=C/c2cc([N+](=O)[O-])cc(Br)c2O)s1	129	-2	77	3	112	97	66	-11
O=C(Cc1ccc(Br)cc1)N1CCN(c2ccccc2)CC1	114	2	84	7	96	89	91	11
CC(C)NC(=S)NCc1cccs1	93	1	99	0	100	100	101	2
COc1ccc(C(CNC(=O)C(C)Oc2ccc(Br)cc2)N2CCOCC2)cc1 (stereo unspecified)	100	2	99	49*	101	107	104	1
COc1ccccc1NC(=S)N(Cc1ccc(C)cc1)Cc1ccccn1	103	0	101	4	102	101	106	3

Single records, as listed above. Values in the order: LAP4-GFP MLPCN	proCasp7 act	CIT2-GFP yeast	AHR act	RPL19A-GFP yeast	MEP2 TOR yeast	AGP1 TOR yeast	procasp3 activ
Listed for N#C/C(=C\c1cn[nH]c1-c1ccccc1)C(=O)NC1CCCCCC1 : 98	-2	97	6	98	103	99	-1
Listed for Nc1nnc(CC(=O)N/N=C/c2cc([N+](=O)[O-])cc(Br)c2O)s1 : 129	-2	77	3	112	97	66	-11
Listed for O=C(NCc1ccccn1)c1cc2c(ccc3ccccc32)oc1=O : 100	18	92	2	99	105	99	7
Listed for CCn1ncc(C2=NOC(C(=O)Nc3ccc(C)cc3)C2)c1C (stereo unspecified) : 101	10	90	16	97	97	95	5

The list goes on.
SMILES	LAP4-GFP MLPCN	proCasp7 act	CIT2-GFP yeast	AHR act	RPL19A-GFP yeast	MEP2 TOR yeast	AGP1 TOR yeast	procasp3 activ
O=C(COC(=O)Cc1n[nH]c(=O)c2ccccc12)NNC(=O)c1ccc(Cl)cc1	109	0	104	23	103	100	105	1
Cc1cc(C)nc(N2CCCC(C(=O)Nc3ccc(F)cc3)C2)n1 (stereo unspecified)	98	-3	97	5	94	93	94	6
Cc1ccc(Nc2ccc([N+](=O)[O-])cn2)cc1Cl	91	nt	101	nt	100	104	84	nt
C[C@H](CO)N1C[C@H](C)[C@@H](CN(C)C(=O)Nc2ccc(C(F)(F)F)cc2)Oc2c(NC(=O)NC3CCCCC3)cccc2C1=O	105	0	97	1	97	90	94	-2
CCOc1ccccc1NC(=O)CSc1nc(=O)n(Cc2ccncc2)c2c1CCC2	101	8	97	-4	93	102	99	0
CCCn1nc(NC(=O)c2ccco2)c2cc3ccccc3nc21	102	-8	92	22	99	101	95	-5
FC(F)Sc1ccc(-n2cc(-c3ccccc3)[n+]3c2CCC3)cc1	99	5	100	7	104	102	104	2
COc1cccc(NC(=O)CSc2nc3c(oc4ccccc43)c(=O)[nH]2)c1	97	1	108	4	96	95	99	4
Cc1cccc(N2CCN(C(=O)CS(=O)(=O)Cc3nc(-c4ccccc4F)oc3C)CC2C)c1 (stereo unspecified)	100	-8	99	0	101	102	104	3
N#C/C(=C\c1ccc(O)c(O)c1)C(=O)N1CCCC1	92	-6	84	1	99	89	91	-7
Cc1ccc(S(=O)(=O)CCC(=O)OC(C)C(=O)c2c(C)[nH]c3ccccc23)cc1 (stereo unspecified)	102	-2	97	-2	101	103	102	0
O=C(NC1CCCCCC1)c1ccc2nc3cc(Cl)ccc3c(=O)n2c1	105	2	102	-3	91	104	95	6
CC(=O)/C(C(=N)N1CCN(C(c2ccccc2)c2ccccc2)CC1)=C(\C)O	98	-1	92	2	102	105	98	-3
CCn1c(SCC(N)=O)nnc1-c1ccc2[nH]c(C)c(C)c2c1	106	-4	98	8	102	104	105	-4
Cc1nc(N)nc2c1CCCC2	105	13	109	1	101	103	109	5
CC1CCN(c2nc(CN3CCCCC3)nc3scc(-c4ccccc4)c23)CC1	87	10	93	-4	98	98	93	9
O=C(CSc1nc(COc2ccccc2)nc2ccccc12)NC1CCCC1	126	2	89	5	97	104	104	-8
Cc1ccc(S(=O)(=O)CC(=O)N(CCCN2CCOCC2)c2nc3c(F)cccc3s2)cc1	107	-3	100	4	99	102	108	-4
Cc1nc2sc(-c3ccccc3)cc2c(=O)[nH]1	104	-1	98	7	92	99	89	14
NC(=O)c1ccc(NC(=O)COC(=O)C2(c3ccccc3F)CCCC2)cc1	105	-4	99	5	104	95	102	5
Cc1ccc(NC(=O)C2CC(=O)n3ncnc3N2)cc1 (stereo unspecified)	92	8	97	-1	96	92	99	1
O=C(O)c1cccc(CSc2nnc(-c3ccco3)o2)c1	108	7	101	-2	102	107	101	-3
O=C1CCCCCC1C1(O)C(=O)Nc2ccc(Br)cc21 (stereo unspecified)	112	7	117	13	112	124	114	11
COc1cc([N+](=O)[O-])ccc1N=Nc1c(N)[nH]n(-c2ccccc2)c1=O	87	-11	99	8	89	93	89	-2

Quoted at random: 6 records from the list
SMILES	LAP4-GFP MLPCN	proCasp7 act	CIT2-GFP yeast	AHR act	RPL19A-GFP yeast	MEP2 TOR yeast	AGP1 TOR yeast	procasp3 activ
CCn1c(SCC(N)=O)nnc1-c1ccc2[nH]c(C)c(C)c2c1	106	-4	98	8	102	104	105	-4
NC(=O)c1ccc(NC(=O)COC(=O)C2(c3ccccc3F)CCCC2)cc1	105	-4	99	5	104	95	102	5
COc1cc([N+](=O)[O-])ccc1N=Nc1c(N)[nH]n(-c2ccccc2)c1=O	87	-11	99	8	89	93	89	-2
Cc1ccc(NC(=O)C2CC(=O)n3ncnc3N2)cc1 (stereo unspecified)	92	8	97	-1	96	92	99	1
CC1CCN(c2nc(CN3CCCCC3)nc3scc(-c4ccccc4)c23)CC1	87	10	93	-4	98	98	93	9
Cc1nc(N)nc2c1CCCC2	105	13	109	1	101	103	109	5

The main list resumes, repeating the 2 entries before the break.
SMILES	LAP4-GFP MLPCN	proCasp7 act	CIT2-GFP yeast	AHR act	RPL19A-GFP yeast	MEP2 TOR yeast	AGP1 TOR yeast	procasp3 activ
O=C1CCCCCC1C1(O)C(=O)Nc2ccc(Br)cc21 (stereo unspecified)	112	7	117	13	112	124	114	11
COc1cc([N+](=O)[O-])ccc1N=Nc1c(N)[nH]n(-c2ccccc2)c1=O	87	-11	99	8	89	93	89	-2
CCOc1cc(NC(=O)c2cccs2)c(OCC)cc1NC(=O)CCC(=O)NCC1CCCO1 (stereo unspecified)	99	0	102	1	99	104	101	9
O=C(COc1ccc(Br)cc1)N1CCc2ccccc2C1	121	7	77	5	94	94	95	6
Clc1ccccc1OCc1nc(-c2ccncc2)no1	96	-3	77	1	97	90	84	11
CC[n+]1ccc(C(=O)NCc2ccccc2)cc1	90	3	91	0	89	90	90	5
COCc1cc(CN2CCCC(CNC(=O)c3ccc(F)cc3)C2)ccc1OC (stereo unspecified)	109	-3	95	-2	98	96	109	-1
Cc1cccc2c1NC(=O)C21N2CCCC2C(C(=O)c2ccc3ccccc3c2)C12C(=O)Nc1ccccc12 (stereo unspecified)	127	-10	83	17	88	84	95	-3
N#C/C(=C\c1ccccc1)c1ccccn1	86	17	93	18	95	89	89	1
CCc1ccc(C(=O)Nc2cccc(-c3nn[nH]n3)c2)s1	108	-8	110	-1	102	105	95	-1
O=C(NCC1CCCO1)c1cccc2ccccc12 (stereo unspecified)	102	-2	107	1	104	111	105	4
O=C(CSc1ccc2nnc(-c3cccnc3)n2n1)NCc1ccc2c(c1)OCO2	100	1	98	14	99	102	102	5
CC(=O)OCC(OC(C)=O)C(OC(C)=O)C(OC(C)=O)C(=O)Nc1ccc(C)cc1 (stereo unspecified)	102	4	102	-2	99	103	105	-9
CCCCn1c(N)c(N(CC(C)C)C(=O)c2cnccn2)c(=O)[nH]c1=O	108	-1	80	4	95	101	89	8

Look-ups from the list.
`CCOc1cc(NC(=O)c2cccs2)c(OCC)cc1NC(=O)CCC(=O)NCC1CCCO1` (stereo unspecified) | RPL19A-GFP yeast = 99
`Cc1cccc2c1NC(=O)C21N2CCCC2C(C(=O)c2ccc3ccccc3c2)C12C(=O)Nc1ccccc12` (stereo unspecified) | procasp3 activ = -3
`CCCCn1c(N)c(N(CC(C)C)C(=O)c2cnccn2)c(=O)[nH]c1=O` | procasp3 activ = 8

Next entries:
SMILES	LAP4-GFP MLPCN	proCasp7 act	CIT2-GFP yeast	AHR act	RPL19A-GFP yeast	MEP2 TOR yeast	AGP1 TOR yeast	procasp3 activ
CCOc1ccc(OCC)c(NC(=O)CSc2nc3ccccc3c(=O)n2C)c1	91	-6	90	2	90	98	88	4
Cc1cccc(Cc2c(C)nc3c(C(=O)N4CCN(Cc5ccc6c(c5)OCO6)CC4)cnn3c2C)c1	90	4	90	0	87	92	nt	-1
Cc1ccc(C(=O)OCC(=O)Nc2ccc(C(N)=O)cc2)s1	89	9	88	-1	91	93	90	0
COCCn1cnc2c1c(=O)n(CC(=O)Nc1cc(C)on1)c(=O)n2Cc1ccccc1	99	1	110	-4	97	102	104	2
CCCN(CC1CC1)C(=O)Nc1ccccc1C	90	-1	97	0	98	98	102	-2
CC(C)Sc1n[nH]c(=O)n1-c1ccccc1	102	3	109	4	103	100	108	5
COc1ccccc1N1CCN(Cc2ccc(OC)c(OC)c2OC)CC1	116	-3	113	-4	105	106	111	0
COc1ccc([C@H]2CC(=O)C=C(c3ccc(Br)c4ccccc34)C2)cc1	87	6	91	10	93	91	92	3
COc1ccc(CCNC(=O)C2CCCN(S(=O)(=O)c3cccc4nonc34)C2)cc1OC (stereo unspecified)	86	11	87	4	nt	87	80	-3
CC(C(=O)OCC(=O)c1ccc([N+](=O)[O-])cc1)N1C(=O)C2C3CCC(C3)C2C1=O (stereo unspecified)	99	-32	93	-2	98	99	101	-14
CCOC(=O)N1CCN(C(=O)C2CCN(S(=O)(=O)c3cc(Cl)ccc3OCC)CC2)CC1	101	7	99	-2	105	106	97	6
O=C(NCCCN1CCCC1)Nc1ccccc1[N+](=O)[O-]	103	5	103	3	101	100	105	8
O=C(CN(C(=O)c1csnn1)c1ccc(F)c(Cl)c1)NC1CCCCC1	93	-6	111	1	102	103	102	-1
Cc1ccccc1-n1nnnc1SCCCC(=O)c1ccc(F)cc1	105	1	92	-1	107	97	98	-6
CCOc1ccccc1NC(=O)c1cccc(S(=O)(=O)N(Cc2ccccc2)c2ccccc2OC)c1	95	-5	97	4	106	102	98	0

Compound activity as filed in PubChem BioAssay.
